# From PubChem BioAssay
# EPAC2 ag: activates human EPAC2 exchange factor. Potency, µM (top dose mostly 154 µM), without a hit: top-dose activation, most hits filed as activators. Q8WZA2. EPAC2 activation, biochemical qHTS; response scale: 100% = 6.5 mM cAMP response. actives 0.079% (n = 360,000); note: potency is the fitted concentration of half-maximal effect; nearly all actives have a fitted effect of over 50% in size
#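 In this primary screen, activation is scored as increased exchange of BODIPY-GDP from Rap1B by 100 nM EPAC2, with 50 uM GDP as competitor. Signal is normalized to the 6.5 mM cAMP agonist control.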
# CCT chaperon mod: modulators of cytosolic chaperonin (CCT/TRiC) activity; purified chaperonin ATPase assay, HTRF ADP detection, 30 min; activity change, % (concentration not given with the values), hits read low; actives 0.3% (n = 360,000); AID 651819; in the data active = activity change below about -30%; note: % is set by controls: 0 for no effect and ±100 for the full control effect
#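 First, chaperonin was dispensed at 40 nM or 20 nM final depending on batch activity. Next, compounds were pinned at 76 uM and ATP added at 10 uM. After 30 min at 37 °C, ADP detection reagents ran 30 min at ambient temperature.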
# D3 ag: D3 dopamine receptor (human) agonism. P35462. D3R DiscoveRx beta-arrestin cells, luminescence, 90 min. max activation, %. actives 0.58% (n = 410,000); in the data active = max activation above about 30%; note: 0% is about no effect; mostly tested at two doses, the higher about 12 µM
# Target sequence (P35462 whole entry, looked up): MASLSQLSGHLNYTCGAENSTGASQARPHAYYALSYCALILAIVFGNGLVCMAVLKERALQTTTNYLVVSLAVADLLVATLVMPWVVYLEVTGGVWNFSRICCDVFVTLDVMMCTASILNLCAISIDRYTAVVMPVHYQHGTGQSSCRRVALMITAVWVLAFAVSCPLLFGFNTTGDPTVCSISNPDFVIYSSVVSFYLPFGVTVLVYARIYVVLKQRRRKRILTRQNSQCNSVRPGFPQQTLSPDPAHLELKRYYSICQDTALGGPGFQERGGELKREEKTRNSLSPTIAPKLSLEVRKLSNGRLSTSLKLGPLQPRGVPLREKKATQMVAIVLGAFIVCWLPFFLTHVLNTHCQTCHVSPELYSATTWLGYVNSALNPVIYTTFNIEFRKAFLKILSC
#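 Agonist mode: compounds and dopamine controls were applied to plated cells for 90 min at 37 degrees C after an overnight attachment at 1500 cells/well. Luminescent read-out followed 30 - 60 minutes at room temperature with DiscoveRx detection reagent.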
# PTHR1 ag: agonists of human PTHR1 parathyroid hormone receptor; AID 743266; HEK293 GP2 PTHR1 cells, GloSensor cAMP luminescence, 1 h; Q03431; Potency, µM (top dose mostly 115 µM), without a hit: top-dose activation, most hits filed as activators; actives 0.075% (n = 410,000); note: potency is the fitted concentration of half-maximal effect; nearly all actives have a fitted effect of over 55% in size; some results filed as inactive show a strong effect at the top dose; inactives centre near -15; many of its hits are not listed in these tables
# Target sequence (Q03431 whole entry, looked up): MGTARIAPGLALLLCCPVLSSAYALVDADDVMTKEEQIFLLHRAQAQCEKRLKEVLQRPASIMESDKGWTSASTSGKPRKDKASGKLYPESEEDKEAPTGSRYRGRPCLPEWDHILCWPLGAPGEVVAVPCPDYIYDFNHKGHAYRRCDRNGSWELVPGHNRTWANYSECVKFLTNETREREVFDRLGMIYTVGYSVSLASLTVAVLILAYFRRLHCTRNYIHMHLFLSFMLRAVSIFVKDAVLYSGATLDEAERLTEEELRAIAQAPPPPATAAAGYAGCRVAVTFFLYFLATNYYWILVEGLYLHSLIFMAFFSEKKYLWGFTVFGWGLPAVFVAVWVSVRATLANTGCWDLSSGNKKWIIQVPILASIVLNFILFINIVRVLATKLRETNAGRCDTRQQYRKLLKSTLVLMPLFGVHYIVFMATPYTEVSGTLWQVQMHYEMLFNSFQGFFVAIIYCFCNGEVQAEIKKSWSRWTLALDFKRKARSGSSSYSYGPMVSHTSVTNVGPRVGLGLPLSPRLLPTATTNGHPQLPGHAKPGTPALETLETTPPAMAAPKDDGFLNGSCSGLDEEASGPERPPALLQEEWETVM
#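 HEK-293-derived GP2 cells expressing PTHR1 and a GloSensor cAMP reporter, 3,000/well, plated overnight, given luciferin plus IBMX (each 0.5 mM as added) for 1 h at 37 °C, then compound for 1 h at 37 °C. Luminescence was read after 15 min at room temperature.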
# MmCpn inh: M. maripaludis TRiC chaperonin inhibition | actives 0.031% (n = 330,000) | AID 504842 | purified Mm-Cpn ATPase, ADP Transcreener TR-FRET | Potency, µM (series often up to 76.9 µM), for the others: at the top dose activity, negative = inhibition, usual class: inhibitors; note: potency is the fitted concentration of half-maximal effect; % is set by controls: 0 for no effect and ±100 for the full control effect; nearly all actives have a fitted effect of over 80% in size
#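 Eu-cryptate anti-ADP/ADP-d2 competition gives a ratio inversely related to ADP. Enzyme at 25 nM was pre-exposed to compound for 10 min, then given 10 uM ATP for 30 min, 37°C throughout.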
# DRD3 antagonist: antagonists of human D3 dopamine receptor; P35462; D3R cells, DiscoveRx beta-arrestin luminescence, antagonist mode; hits give low values; max response, negative = inhibition, %; actives 2.5% (n = 360,000); AID 652054; in the data active = max response below about -50%; inconclusive = no clear call, values can overlap the other calls; note: % is set by controls: 0 for no effect and ±100 for the full control effect; mostly tested at two doses, the higher about 12 µM
#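 Cells expressing the human receptor were seeded at 1500 cells/well, incubated overnight at 37 degrees C in 5% CO2, then exposed to library compounds with dopamine controls for 90 minutes at 37 degrees C before luminescent detection.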
# EPAC2 antagonist: blocks human EPAC2 exchange factor; actives 0.18% (n = 360,000); AID 720708; Potency, µM (highest dose often 114 µM), without a hit: at the top dose activity, negative = inhibition, usual class: inhibitors; Q8WZA2; EPAC2 GEF exchange of Rap1B-BODIPY-GDP, fluorescence; note: potency is the fitted concentration of half-maximal effect; % is set by controls: 0 for no effect and ±100 for the full control effect; nearly all actives have a fitted effect of over 45% in size; many of its hits are not listed in these tables
# Akt phos inh: Akt phosphorylation inhibition. Neuro2A IGF-stimulated pAkt S473 HTRF, 20 min; hits give low values. AID 651550. actives 0.32% (n = 360,000). activity change, % for hits at 50 µM; in the data active = activity change below about -80%; inconclusive = mostly about -51% to -80%; note: % is set by controls: 0 for no effect and ±100 for the full control effect
#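 Single-point screen (50 µM final compound) in Neuro2A cells stimulated 20 min with 6 nM IGF at 37 deg C. After lysis, Ser473-phosphorylated Akt read by HTRF (ex 330 nm, em 615/665 nm) as the 665/615 ratio.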
# * marks the source's active call; other numbers are inactive results; i = inactive; ? = inconclusive; nt = not tested or not shown; [ ] = remark or other dose. Unless noted, calls come from the whole dose curve; as a rule, active = well fitted curve in the direction sought with a large enough effect; inconclusive = small, poorly fitted or top-dose-only effect, or another doubt; inactive = no such curve, though single readings can be large; an effect the other way counts as inactive or inconclusive.
# Field names: A = EPAC2 ag; B = CCT chaperon mod; C = D3 ag; D = PTHR1 ag; E = MmCpn inh; F = DRD3 antagonist; G = EPAC2 antagonist; H = Akt phos inh
1: COC(=O)CN1C(=O)NC2(CCCc3ccccc32)C1=O (centres undefined)
  A: 6.1%	B: -0.2	C: 4.3	D: i	E: -0.1%	F: 1.7	G: -5.7%	H: i

2: CCN(CC)C1=N/C(=C\c2ccc(OC)cc2)C(=O)N1c1ccccc1
  A: -1.0%	B: -1.5	C: 6.0	D: i	E: 0.9%	F: 18.3	G: -20.3%	H: i

3: COc1ccc(CNC(=O)[C@H](CCSC)NC(=O)N2CCn3c2nc2ccccc23)cc1
  A: 7.9%	B: 1.8	C: -0.3	D: -23.4%	E: -0.2%	F: 8.4	G: -23.7%	H: i

4: O=C(NC1CCCC1)C(c1ccccn1)N(C(=O)c1csnn1)c1ccccc1Cl (centres undefined)
  A: 6.2%	B: -0.7	C: 13.2	D: i	E: 1.8%	F: 5.2	G: 0.4%	H: i

5: CNC(=O)CCSSCCC(=O)NC
  A: 8.7%	B: 2.2	C: 16.2	D: i	E: 0.6%	F: -26.1	G: 13.9%	H: i

6: CN(C)CCCC1(O)c2ccccc2CCc2ccccc21
  A: 6.5%	B: -5.3	C: -3.4	D: -12.1%	E: 1.4%	F: -12.4	G: 2.4%	H: i

7: C[C@H]1CN([C@@H](C)CO)C(=O)CCCn2cc(nn2)CO[C@@H]1CN(C)S(=O)(=O)c1ccc(Oc2ccccc2)nc1
  A: 10.2%	B: -3.2	C: -2.2	D: -19.0%	E: nt	F: 0.0	G: -1.2%	H: i

8: O=C(NCc1ccccc1)c1ccc(Cn2cc(C(F)(F)F)ccc2=O)cc1
  A: 3.9%	B: 0.3	C: 0.0	D: i	E: 0.1%	F: 31.4	G: 3.0%	H: i

9: Cc1cc(S(=O)(=O)N2CCN(c3ccccn3)CC2)ccc1F
  A: 19.4%	B: -1.4	C: 6.4	D: -38.0%[inhibitor]	E: -0.1%	F: -7.8	G: -5.8%	H: i

10: CCN(CC)C1Oc2cc3c(cc2C(c2cccc(OC)c2O)C1C)OCO3 (centres undefined)
  A: -0.3%	B: 1.0	C: 7.9	D: -2.6%	E: nt	F: -1.0	G: -16.5%	H: i

11: CC(C)C[C@@H]1CN=C(N)N1C[C@@H]1CCCN1C[C@@H](C(C)C)N1C[C@@H](Cc2ccccc2)N(CCc2ccc(Cl)c(Cl)c2)C1=N
  A: 9.0%	B: -2.0	C: -22.2	D: -6.8%	E: -1.6%	F: -14.9	G: 4.8%	H: i

12: Cc1cc(CN(C)C(=O)c2ccc(OC3CCN(S(=O)(=O)N(C)C)CC3)cc2)n[nH]1
  A: -2.7%	B: -2.5	C: 4.6	D: -7.5%	E: -0.3%	F: 32.2	G: 5.3%	H: i

13: CCOc1ccc(NC(=S)N2CCC(N(C)CC3CCCO3)CC2)cc1 (centres undefined)
  A: -3.8%	B: -0.9	C: 2.6	D: -23.2%	E: 2.0%	F: 21.0	G: 0.3%	H: i

14: COc1ccc(OCc2nc3ccc(S(=O)(=O)Nc4ccccc4Cl)cc3[nH]2)cc1
  A: 17.8%	B: 2.4	C: -10.9	D: -24.7%	E: -1.8%	F: 3.0	G: 9.8%	H: i

15: C/C(=N\NC(=O)c1ccncc1)c1cc2ccccc2oc1=O
  A: 4.9%	B: -0.8	C: 0.8	D: -10.1%	E: -2.0%	F: 6.1	G: 5.8%	H: i

# Rewritten field by field: two of the compounds above.
8	O=C(NCc1ccccc1)c1ccc(Cn2cc(C(F)(F)F)ccc2=O)cc1
  EPAC2 ag = 3.9%	CCT chaperon mod = 0.3	D3 ag = 0.0	PTHR1 ag = i	MmCpn inh = 0.1%	DRD3 antagonist = 31.4	EPAC2 antagonist = 3.0%	Akt phos inh = i
9	Cc1cc(S(=O)(=O)N2CCN(c3ccccn3)CC2)ccc1F
  EPAC2 ag = 19.4%	CCT chaperon mod = -1.4	D3 ag = 6.4	PTHR1 ag = -38.0%[inhibitor]	MmCpn inh = -0.1%	DRD3 antagonist = -7.8	EPAC2 antagonist = -5.8%	Akt phos inh = i

# New compounds follow.
# Field names: A = EPAC2 ag; B = CCT chaperon mod; C = D3 ag; D = PTHR1 ag; E = MmCpn inh; F = DRD3 antagonist; G = EPAC2 antagonist; H = Akt phos inh
16: CCn1c(CNc2ccc(OC)cc2)nnc1SCC(=O)c1ccc(OC)cc1
  A: 9.9%	B: -0.2	C: 4.2	D: -9.1%[57.5 µM]	E: -1.3%	F: 5.9	G: -1.8%	H: i

17: COc1ccc(-c2nc3c(s2)CN(S(C)(=O)=O)CC3)cc1OC
  A: 6.5%	B: 0.8	C: 1.3	D: i	E: -0.1%	F: -3.2	G: 0.3%	H: i

18: CN(Cc1ccco1)C(=O)C1CCC(=O)N1Cc1ccc(F)cc1 (centres undefined)
  A: 5.1%	B: -2.4	C: 4.5	D: -23.5%[57.5 µM]	E: 0.3%	F: ?	G: -0.4%	H: i

19: COC(=O)[C@H](CCSC)NC(=O)NCc1ccccn1
  A: 9.1%	B: -1.7	C: 3.5	D: i	E: -0.4%	F: 10.7	G: -13.4%	H: nt

20: CC(NC(=O)CCC(=O)c1ccccc1)c1ccc(F)cc1 (centres undefined)
  A: 0.9%	B: 0.0	C: -5.8	D: i	E: 0.1%	F: -10.2	G: -11.4%	H: i

21: O=C(CSc1ncccn1)N/N=C/c1ccc2c(c1)OCO2
  A: 15.3%	B: -1.2	C: -5.5	D: -14.7%	E: -1.3%	F: -13.2	G: -1.5%	H: i

22: NC1=NC(=O)/C(=C/c2ccc(Br)cc2)S1
  A: 5.4%	B: -0.3	C: 0.1	D: -4.9%	E: -0.1%	F: -14.7	G: 2.2%	H: i

23: COc1ccc(O)c(-c2cc(C(F)(F)C(F)F)nc(-c3ccccc3)n2)c1
  A: -9.4%	B: -10.0	C: 3.4	D: i	E: -0.1%	F: -14.8	G: 7.2%	H: i

24: O=C(CC1C(=O)NCCN1C(=O)Nc1ccc(F)cc1F)Nc1ccc(F)cc1 (centres undefined)
  A: -8.9%	B: 0.7	C: -14.8	D: -0.6%	E: 1.0%	F: 7.0	G: 1.3%	H: i

25: O=C(c1[nH]c(C(F)(F)F)nc1-c1ccccc1)N1CCN(c2ccccc2)CC1
  A: 9.7%	B: 0.4	C: -7.1	D: -15.4%	E: nt	F: -18.5	G: 11.9%	H: i

26: CCCCCOc1ccc(C(=O)OC(C)C(=O)NCc2ccco2)cc1 (centres undefined)
  A: -7.4%	B: -0.6	C: 5.9	D: i	E: -1.3%	F: 4.5	G: -3.1%	H: i

27: CN(Cc1ccon1)Cc1cn(Cc2ccccc2)nc1-c1ccc2c(c1)OCO2
  A: 14.2%	B: 0.0	C: 0.4	D: -18.3%	E: 3.0%	F: -0.1	G: -15.0%	H: i

28: Cc1ccc(C)c(NC(=S)Nc2cccnc2)c1
  A: 6.1%	B: 0.0	C: 3.0	D: -23.2%	E: 1.2%	F: 1.7	G: -3.8%	H: i

# Sorted by heavy-atom count (lowest first): part of the list above
# Field names: A = EPAC2 ag; B = CCT chaperon mod; C = D3 ag; D = PTHR1 ag; E = MmCpn inh; F = DRD3 antagonist; G = EPAC2 antagonist; H = Akt phos inh
22: NC1=NC(=O)/C(=C/c2ccc(Br)cc2)S1
  A: 5.4%	B: -0.3	C: 0.1	D: -4.9%	E: -0.1%	F: -14.7	G: 2.2%	H: i

28: Cc1ccc(C)c(NC(=S)Nc2cccnc2)c1
  A: 6.1%	B: 0.0	C: 3.0	D: -23.2%	E: 1.2%	F: 1.7	G: -3.8%	H: i

19: COC(=O)[C@H](CCSC)NC(=O)NCc1ccccn1
  A: 9.1%	B: -1.7	C: 3.5	D: i	E: -0.4%	F: 10.7	G: -13.4%	H: nt

20: CC(NC(=O)CCC(=O)c1ccccc1)c1ccc(F)cc1 (centres undefined)
  A: 0.9%	B: 0.0	C: -5.8	D: i	E: 0.1%	F: -10.2	G: -11.4%	H: i

17: COc1ccc(-c2nc3c(s2)CN(S(C)(=O)=O)CC3)cc1OC
  A: 6.5%	B: 0.8	C: 1.3	D: i	E: -0.1%	F: -3.2	G: 0.3%	H: i

18: CN(Cc1ccco1)C(=O)C1CCC(=O)N1Cc1ccc(F)cc1 (centres undefined)
  A: 5.1%	B: -2.4	C: 4.5	D: -23.5%[57.5 µM]	E: 0.3%	F: ?	G: -0.4%	H: i

26: CCCCCOc1ccc(C(=O)OC(C)C(=O)NCc2ccco2)cc1 (centres undefined)
  A: -7.4%	B: -0.6	C: 5.9	D: i	E: -1.3%	F: 4.5	G: -3.1%	H: i

23: COc1ccc(O)c(-c2cc(C(F)(F)C(F)F)nc(-c3ccccc3)n2)c1
  A: -9.4%	B: -10.0	C: 3.4	D: i	E: -0.1%	F: -14.8	G: 7.2%	H: i

25: O=C(c1[nH]c(C(F)(F)F)nc1-c1ccccc1)N1CCN(c2ccccc2)CC1
  A: 9.7%	B: 0.4	C: -7.1	D: -15.4%	E: nt	F: -18.5	G: 11.9%	H: i

27: CN(Cc1ccon1)Cc1cn(Cc2ccccc2)nc1-c1ccc2c(c1)OCO2
  A: 14.2%	B: 0.0	C: 0.4	D: -18.3%	E: 3.0%	F: -0.1	G: -15.0%	H: i

# These rows are one share of the data (hit frequency here may not be typical).
